Gli-Sufu antag: antagonists of Gli-Sufu signaling. inhibition, % at 5 µM. Sufu-KO-LIGHT fibroblasts, Gli luciferase reporter luminescence. 340,000 compounds, 0.74% hits. AID 588413;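 active = inhibition above about 55%, limit read from the data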;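 note: 0% = DMSO-treated cells and 100% = wells with medium but no cells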
CXCR6 block: inhibitors of human CXCR6 receptor; O00574; inhibition, % at 20 µM; 360,000 compounds, 0.36% hits; CHO-K1 PathHunter CXCR6 beta-arrestin, luminescence; in the data active = inhibition above about 34%, passing the limit was not always enough;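 note: antagonist mode with CXCL16 agonist at 10 nM final; 0% = 10 nM CXCL16 with DMSO and 100% = unstimulated wells without agonist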
APJ antag: antagonists of human APJ apelin receptor; 330,000 compounds, 0.32% hits; P35414; CHO-K1 APJ beta-arrestin complementation, luminescence; inhibition, % at 20 µM; AID 2521;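 active = inhibition above about 40% at 20 µM, limit read from the data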;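 note: cells challenged with 10 nM apelin-13 agonist together with compound; plate controls were apelin-13 plus DMSO wells for no effect and DMSO wells lacking apelin-13 for full effect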
Target sequence (P35414 whole entry, looked up): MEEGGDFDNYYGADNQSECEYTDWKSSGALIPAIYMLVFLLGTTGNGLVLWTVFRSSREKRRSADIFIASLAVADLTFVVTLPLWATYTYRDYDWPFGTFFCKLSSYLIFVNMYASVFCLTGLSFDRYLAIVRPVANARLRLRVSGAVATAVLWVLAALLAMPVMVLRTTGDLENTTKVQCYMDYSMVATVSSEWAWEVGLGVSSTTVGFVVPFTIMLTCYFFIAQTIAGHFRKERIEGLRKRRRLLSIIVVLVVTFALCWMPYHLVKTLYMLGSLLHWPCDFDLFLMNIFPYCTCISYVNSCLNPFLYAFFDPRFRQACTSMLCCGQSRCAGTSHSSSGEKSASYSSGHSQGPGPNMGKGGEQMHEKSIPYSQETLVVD
EBI2 block: EBI2 (human) antagonism; P32249; EBI2 beta-arrestin recruitment, luminescence, 7a,25-OHC stimulated; inhibition, % at 5 µM; 360,000 compounds, 0.81% hits; AID 651636; in the data active = inhibition above about 38%;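 note: enzyme fragment complementation signal reports receptor beta-arrestin coupling in cells; 0% = agonist plus DMSO wells and 100% = wells without agonist; some results beyond the cut were filed as inactive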
697 NFkB inh: inhibitors of the PMA/ionomycin-induced NF-kB reporter in 697 B cells | 697 B-cell NF-kB luciferase reporter, 16 h | inhibition, % at 4 µM | 330,000 compounds, 0.33% hits | AID 435022; in the data active = inhibition above about 35%
CCR6 antag: antagonists of human CCR6 receptor; P51684; CHO-K1 CCR6 PathHunter beta-arrestin, luminescence, CCL20-stimulated; inhibition, % at 20 µM; 340,000 compounds, 0.49% hits;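 active = compounds whose inhibition of the agonist-driven luminescence signal at 20 µM reaches about 50%, limit read from the data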;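 note: cells stimulated with CCL20 at 14 nM final; plate controls were DMSO with CCL20 for no effect and DMSO without agonist for full effect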
Target sequence (P51684 whole entry, looked up): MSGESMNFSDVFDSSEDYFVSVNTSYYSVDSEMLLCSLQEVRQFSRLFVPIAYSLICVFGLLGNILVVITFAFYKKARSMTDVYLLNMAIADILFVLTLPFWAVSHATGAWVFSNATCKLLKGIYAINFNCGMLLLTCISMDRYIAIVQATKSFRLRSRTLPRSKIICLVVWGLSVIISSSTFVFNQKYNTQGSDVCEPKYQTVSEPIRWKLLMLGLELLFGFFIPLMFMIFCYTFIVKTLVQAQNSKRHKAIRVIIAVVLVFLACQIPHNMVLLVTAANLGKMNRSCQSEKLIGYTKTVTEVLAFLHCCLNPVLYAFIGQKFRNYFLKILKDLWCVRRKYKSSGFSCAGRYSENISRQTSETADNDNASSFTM
Jurkat NFkB inh: lowers PMA/ionomycin-induced NF-kB signal in Jurkat cells. 330,000 compounds, 0.53% hits. PMA/ionomycin-induced NF-kB luciferase reporter, luminescence. inhibition, % at 4 µM; in the data active = inhibition above about 50%
UBC13 polyUb: blocks human UBC13 polyubiquitin chain formation; TR-FRET; inhibition, % at 20 µM; 330,000 compounds, 0.47% hits; AID 485273; in the data active = inhibition above about 45%, passing the limit was not always enough; inconclusive = no clear call, values can overlap the other calls
Target sequence (P61088 whole entry, looked up): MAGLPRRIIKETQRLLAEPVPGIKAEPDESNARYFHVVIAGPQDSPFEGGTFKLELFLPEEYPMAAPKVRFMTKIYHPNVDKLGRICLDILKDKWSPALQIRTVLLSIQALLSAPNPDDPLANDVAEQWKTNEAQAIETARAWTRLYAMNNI
* hit, by the source's call; ? = inconclusive; . = not tested or not shown.

SMILES	Gli-Sufu antag	CXCR6 block	APJ antag	EBI2 block	697 NFkB inh	CCR6 antag	Jurkat NFkB inh	UBC13 polyUb
CC(C)CN(C(=O)Cn1c(Cl)nc2c1c(=O)n(C)c(=O)n2C)C1CCS(=O)(=O)C1 (stereo unspecified)	-2	-10	-1	3	12	5	11	0
COc1ccc(-n2c(O)cnc2Nc2nc(C)cc(C)n2)cc1OC	4	3	16	3	18	-5	6	2
CC(COc1ccccc1Cc1ccccc1)N1CCCCC1 (stereo unspecified)	.	.	14	.	6	.	-5	25
CCN(CC)CCNC(=O)c1c(O)c2c([nH]c1=O)CCCC2	-3	-6	10	-4	2	-17	-2	7
CSc1ccccc1-c1n[nH]c(=S)o1	25	0	-37	-2	8	5	0	?
CC(=O)Nc1ccc(NC(=O)CCCc2c[nH]c3ccccc23)cc1	0	-12	0	4	28	9	2	4
CCOc1cc(/C=N/NC(=O)COc2ccccc2C)ccc1OC(=O)c1cccs1	-1	7	1	-2	18	16	18	0
CC1CCc2c(sc(/N=C/c3ccco3)c2C(N)=O)C1 (stereo unspecified)	3	-4	11	3	-97	0	-50	9
O=C(CCCOc1ccccc1)Nc1cccc([N+](=O)[O-])c1	0	5	-5	0	1	19	-6	7
COc1ccccc1N(CC(=O)N/N=C/c1ccc(SC)cc1)S(C)(=O)=O	0	-9	-2	0	24	8	-2	-7
Cc1ccc(SCCNC(=S)Nc2ccccc2)cc1	-6	-13	0	10	19	8	6	8
CCOc1ccc(Nc2nc3ccccc3c(=O)s2)cc1	-4	5	10	-14	28	-3	6	15
CC1CN(C(=O)COc2ccc3c(-c4ccccc4)cc(=O)oc3c2)CC(C)O1 (stereo unspecified)	-1	-5	-10	10	26	7	-3	2
COC(=O)c1cn(C)c2ccc(S(=O)(=O)N3CCOCC3)cc2c1=O	-1	-2	-3	-14	21	-2	8	-4
O=[N+]([O-])c1ccc(Cl)cc1Sc1ccccn1	0	8	14	1	8	1	11	8
CCC(C)(C)c1ccc(Oc2cccc(C(=O)O)c2)cc1	-43	-4	12	17	-42	5	-12	7
COc1ccc(OC)c(C2=NO[C@@H]3C(=O)N(c4cc(Cl)ccc4OC)C(=O)[C@H]23)c1	2	-6	11	0	-17	1	-1	2
CC(=O)c1cccc(NC(=O)C(C)OC(=O)c2cc(C)oc2C)c1 (stereo unspecified)	-13	4	4	-5	-11	14	1	-4
C=CCN(C(=O)CCc1ccccc1OC)c1nc(-c2ccc(S(C)(=O)=O)cc2)cs1	18	4	11	19	-18	5	-17	4
Cc1ccc(OCC(=O)Nc2ccc(NC(=O)c3ccco3)cc2)c(C)c1	-15	10	-11	0	0	-6	11	-1
C[C@H](CO)N1C[C@H](C)[C@@H](CN(C)C(=O)Nc2ccc(C(F)(F)F)cc2)Oc2c(NC(=O)Cc3ccccc3)cccc2C1=O	-26	-3	8	-2	11	6	-18	-1
CC(C)NS(=O)(=O)c1ccc(NC(=O)C(C)OC(=O)CCC2CCCC2)cc1 (stereo unspecified)	11	-9	5	0	15	8	11	13
COc1ccc(OCc2nc(C#N)c(N3CCN(c4ccc(OC)cc4)CC3)o2)cc1	-1	6	14	44*	6	17	3	4
N#Cc1ccccc1Cn1c(=O)n(CCC(=O)NCc2ccco2)c(=O)c2ccccc21	10	0	1	-7	14	14	3	6
Cn1c(N)c(C(=O)COC(=O)c2cc(S(=O)(=O)NCc3ccccc3)ccc2O)c(=O)n(C)c1=O	5	6	.	-2	.	7	.	.
COc1cc(S(=O)(=O)NC2CC(C)(C)NC(C)(C)C2)c(OC)cc1Cl	-19	0	4	-31	0	-4	2	6
Cc1ccccc1NC(=O)COC(=O)C1(C)CC1(Cl)Cl (stereo unspecified)	-10	7	1	-7	-6	18	3	2
Cc1ccc(S(=O)(=O)Nc2ccccc2C=Nc2cccc(C)c2C)cc1	-3	3	.	-9	.	11	.	.
COc1ccc(-n2c(=O)cc(N3CCN(Cc4ccccc4)CC3)[nH]c2=O)cc1	5	-4	15	2	4	-3	3	-3
O=C(NCCCN1CCOCC1)c1ccc2c(=O)n(-c3ccc(F)c(Cl)c3)c(=S)[nH]c2c1	-5	6	-11	-7	1	13	-9	9
Cc1cccc(NC(=O)CSCC(=O)Nc2cc(Cl)ccc2N2CCN(C)CC2)c1	30	8	-3	0	7	3	3	10
Cc1ccc(C(=O)N2CCN(c3ncnc4c(C)csc34)CC2)cc1	-3	8	3	-13	-13	-9	-5	0
CCn1c(SCc2nc3ccccc3c(=O)[nH]2)nc2ccccc21	56*	7	-19	5	-1	19	5	-4
N#CCC(=O)Nc1ccc(C(=O)OCC(=O)NNC(=O)c2ccc(Cl)cc2)cc1	-9	-2	16	-1	14	1	14	-4
CC(=O)c1cccc(NS(=O)(=O)c2c(C)n[nH]c2C)c1	-1	-10	20	-2	-4	7	-3	5
CSc1nnc2c3c4c(sc3c(=O)n(-c3ccccc3)n12)CC(C)(C)OC4	4	-4	3	-1	-10	11	-1	-10
Cc1ccc(C2(CCNCc3ccco3)CCOC(C(C)C)C2)cc1 (stereo unspecified)	1	-2	-1	7	-3	9	6	-4
CCOc1ccc(NC(=O)CN2CCN(CC(=O)c3ccc(OCC)cc3)CC2)cc1	-5	-4	.	10	.	22	.	.
COC(=O)c1ccccc1Sc1c(/C=N/OC(=O)c2ccccc2)c(C(F)(F)F)nn1C	0	5	1	11	-23	3	-17	-19
CCOc1ccc(C(=O)NNC(=O)CNC(=O)c2ccc(C)s2)cc1OC	-7	3	10	11	15	-1	-12	0

2 of the compounds above, with two lines to a compound.
Values run as follows: Gli-Sufu antag, CXCR6 block, APJ antag, EBI2 block, 697 NFkB inh, CCR6 antag, Jurkat NFkB inh, UBC13 polyUb
N#Cc1ccccc1Cn1c(=O)n(CCC(=O)NCc2ccco2)c(=O)c2ccccc21
 : 10, 0, 1, -7, 14, 14, 3, 6
Cn1c(N)c(C(=O)COC(=O)c2cc(S(=O)(=O)NCc3ccccc3)ccc2O)c(=O)n(C)c1=O
 : 5, 6, ., -2, ., 7, ., .

Remaining list, next part
SMILES	Gli-Sufu antag	CXCR6 block	APJ antag	EBI2 block	697 NFkB inh	CCR6 antag	Jurkat NFkB inh	UBC13 polyUb
COc1ccc(C(=O)CN2C(=O)c3ccccc3S2(=O)=O)cc1	88*	6	16	13	56*	1	73*	-3
COC(=O)Cn1ncn2cccc2c1=O	8	1	11	-8	11	2	-6	-3
CC(C)(C)C(=O)Oc1ccc2cc(-c3ccc4ccccc4n3)c(=O)oc2c1	-35	-5	-33	-28	-85	-13	-25	?
CCN(C(=O)Cn1nc(C)c([N+](=O)[O-])c1C)c1c(N)n(Cc2ccccc2)c(=O)[nH]c1=O	-4	-6	-44	2	-6	5	7	-9
CCc1ccc(NC(=O)C(=O)NCCN2CCN(C(=O)c3ccco3)CC2)cc1	-8	1	-4	3	-8	-7	-9	-13
O=C(O)c1ccc2c(c1)C1C=CCC1C(c1ccncc1)N2 (stereo unspecified)	-2	-27	-23	-5	7	-10	4	-24
CN1CCN(c2nc(-c3ccccc3O)nc3ccccc23)CC1	21	-4	14	4	15	6	-20	10
O=C(CN(C1CCCCC1)S(=O)(=O)c1ccc(Cl)cc1)NCc1cccnc1	0	-9	16	11	-2	-8	-1	-4
CCOC(=O)c1c(C)n(C)c2ccc(OCC(O)CN3CCN(C)CC3)cc12 (stereo unspecified)	2	2	8	-11	-13	7	-2	4
O=C(CN1N=C(c2ccc(Cl)cc2)CCC1=O)NCc1cccs1	.	.	-7	.	-4	.	-1	-4
CSc1ccc2c(c1)C(N1CCN(C)CC1)Cc1ccc(F)cc1S2 (stereo unspecified)	3	0	11	-9	-8	41	-12	17
Cc1cc(NCc2ccccc2)nc2ccccc12	-16	-6	14	3	-23	8	-4	13
CCOC(=O)c1cc(C#N)c(N2CCCC2)nc1-c1ccccc1	10	21	6	11	17	10	-9	18
Cc1ccc(S(=O)(=O)C(C)C(=O)c2ccc3c(c2)OCCO3)cc1 (stereo unspecified)	-31	-7	0	-1	-2	-6	-2	6
C#CCOc1c(Cl)cc(/C=N/NC(N)=S)cc1OCC	-2	-16	-4	0	-33	15	-6	-4
CC(C)(C)c1ccc(C(=O)NCC(=O)OCc2ccc([N+](=O)[O-])cc2)cc1	-4	-16	-12	-4	-2	-11	-9	-7
Cc1ccc(C)c2[nH]c(=O)c(CN(CC3CCCO3)C(=S)NCc3ccco3)cc12 (stereo unspecified)	-4	9	2	2	10	15	5	14
CCOC(=O)[C@@H]1[C@H]2COc3cc(OC)ccc3[C@H]2N2C(=O)N(c3ccc(C)cc3)C(=O)[C@]12C	-1	4	21	-14	1	3	0	2
c1ccc(CCC2CCCCN2Cc2nc(-c3ccc4c(c3)OCO4)no2)nc1 (stereo unspecified)	-22	9	-7	5	-3	0	8	-1
C=C(C)C(=O)Nc1cccc(C2=NOC3(C2)C[C@@H](C(N)=O)N(C(=O)/C=C/CC)C3)c1 (stereo partly specified)	-5	2	5	-5	27	-1	-3	-57
COC(=O)c1c(NC(=O)CN(c2ccc(C)c(C)c2)S(C)(=O)=O)sc2c1CCCC2	4	2	3	9	-45	6	20	2
CCOC(=O)c1c(=O)n(O)c2ccc(OC)cc2[n+]1[O-]	-8	-5	-5	6	16	-18	2	-28
NC(=O)CC1(CC(=O)O)CCCCC1	2	24	-3	-7	21	4	12	-1
COc1ccc(OCC(O)Cn2c(=N)n(Cc3ccccc3)c3ccccc32)cc1 (stereo unspecified)	52	-6	4	-3	-13	12	27	19
O=C(O)c1ccc(Oc2ccc(S(=O)(=O)c3ccc(C(=O)O)c(C(=O)O)c3)cc2)cc1	.	-2	13	0	-9	5	1	9
Cc1ccc2cc(C(c3nnnn3C3CCCC3)N3CCN(c4ccc(F)cc4)CC3)c(=O)[nH]c2c1 (stereo unspecified)	13	2	5	10	5	-1	-11	-9
O=C(c1ccco1)N1CCN(Cc2cc(=O)c(OCc3cccc(Cl)c3)co2)CC1	2	3	16	-2	17	9	18	-3
O=C(COC(=O)/C=C/c1cc(Br)ccc1F)NC1CC1	11	-1	4	-10	-3	6	16	2
CC1CCN(C(=O)CSc2nc3c(cnn3-c3ccccc3)c(=O)[nH]2)CC1	9	2	1	2	-23	8	5	-6
Cc1ccc(C(=O)C(C)OC(=O)C2CC(=O)N(C3CCCCC3)C2)cc1 (stereo unspecified)	4	0	7	-14	10	-9	-5	-4
Nc1nc(NCCO)nc(NCC2CCCO2)c1[N+](=O)[O-] (stereo unspecified)	-3	2	-12	-15	-21	-6	-3	-9
Cn1nnnc1SCC(=O)NC(=O)Cc1ccccc1	-1	-9	3	-6	-7	1	-13	1
Cc1c(/C=N/n2cnnc2)c2ccccc2n1C	1	-12	14	-1	1	16	-7	2
Cc1nn(C(C)C(=O)NCCCN(Cc2ccccc2)C(C)C)c(=O)c2c1sc1ccccc12 (stereo unspecified)	32	13	-4	2	-12	23	13	8
O=C1c2ccccc2C(Nc2ccc(F)c(Cl)c2)N1Cc1ccco1 (stereo unspecified)	-3	2	9	-7	8	0	18	-3
Cc1[nH]c2ccccc2c1C(=O)CN1CCC2(CC1)OCCO2	9	0	-7	3	2	0	18	1
O=C(COc1ccccc1[N+](=O)[O-])N1CCN(S(=O)(=O)c2ccccc2)CC1	0	1	-2	-6	4	5	-3	-9
CCOc1ccccc1N1CCN(C(=O)c2c(CC)noc2C)CC1	4	3	17	-4	6	-7	6	-2
N/C(=N\OCc1ccc([N+](=O)[O-])cc1)c1ccccn1	-20	.	-17	.	23	-7	60*	8
COCCn1nnnc1C(c1ccccc1)N1CCN(c2ccccc2)CC1 (stereo unspecified)	6	2	3	-15	12	-6	4	12
O=C(NCc1ccc(OC(F)(F)F)cc1)C1CC(c2ccccc2[N+](=O)[O-])=NO1 (stereo unspecified)	23	-9	-5	-5	-4	-5	4	2
O=C(c1ccccc1)N1CCN(C(=S)NCc2ccco2)CC1	3	2	-3	1	9	-2	6	-9
O=C1CC(=O)Nc2cc(S(=O)(=O)N3CCN(c4cccc(C(F)(F)F)c4)CC3)ccc2N1	-1	-18	-12	8	-6	6	10	-2
